Screening data (PubChem)
PNC inhibitor = perinucleolar compartment assembly inhibition | PC3M PTB-GFP, PNC prevalence imaging, 16 h; stronger effect = lower value | activity change (PNC), negative = inhibition, % at 10 µM | actives 3.1% (n = 140,000) | AID 2417;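 active = readout at or below -70, meaning at least 70% loss of cells showing the perinucleolar compartment, a nuclear body marking cancer cells; inconclusive = readout between -30 and a set limit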;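 also: plate controls were DMSO wells for no effect and camptothecin positive control wells for full effect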
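PC3M cells stably expressing PTB-GFP, 750–1000 cells/well, treated 16 h at 37 °C with compound (23 nl of library stock), in duplicate. After paraformaldehyde fixation and Hoechst stain, imaged at 20x; PNC prevalence scored by image analysis.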
ALOX12 inhib = blocks human 12-lipoxygenase activity; purified 12-hLO, xylenol orange hydroperoxide absorbance; Potency, µM (doses to about 57.1 µM), for inactives: at the highest dose activity change, negative = inhibition, most hits filed as inhibitors; actives 0.12% (n = 150,000); AID 1452; also: potency is read from the fitted curve at half-maximal effect; nearly all actives have a fitted effect of over 55% in size; many of its hits are not listed in these tables
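Lipoxygenase turnover measured by absorbance at 573 and 405 nm after Fe-XO development. Human 12hLO 150 nM, arachidonate 40 uM, pH 7.0 Hepes buffer with detergent; 15 min compound preincubation, 30 min reaction.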
ALOX15B inhib = 15-hLO-2 (ALOX15B) enzyme inhibition; AID 881; O15296; purified 15hLO-2, xylenol orange hydroperoxide absorbance; actives 0.56% (n = 110,000); Potency, µM (doses to about 57.1 µM), inactives show at the top dose activity change, negative = inhibition, actives largely listed as inhibitors; also: potency is read from the fitted curve at half-maximal effect; nearly all actives have a fitted effect of over 60% in size; many of its hits are not listed in these tables
Target sequence (O15296 whole entry, looked up): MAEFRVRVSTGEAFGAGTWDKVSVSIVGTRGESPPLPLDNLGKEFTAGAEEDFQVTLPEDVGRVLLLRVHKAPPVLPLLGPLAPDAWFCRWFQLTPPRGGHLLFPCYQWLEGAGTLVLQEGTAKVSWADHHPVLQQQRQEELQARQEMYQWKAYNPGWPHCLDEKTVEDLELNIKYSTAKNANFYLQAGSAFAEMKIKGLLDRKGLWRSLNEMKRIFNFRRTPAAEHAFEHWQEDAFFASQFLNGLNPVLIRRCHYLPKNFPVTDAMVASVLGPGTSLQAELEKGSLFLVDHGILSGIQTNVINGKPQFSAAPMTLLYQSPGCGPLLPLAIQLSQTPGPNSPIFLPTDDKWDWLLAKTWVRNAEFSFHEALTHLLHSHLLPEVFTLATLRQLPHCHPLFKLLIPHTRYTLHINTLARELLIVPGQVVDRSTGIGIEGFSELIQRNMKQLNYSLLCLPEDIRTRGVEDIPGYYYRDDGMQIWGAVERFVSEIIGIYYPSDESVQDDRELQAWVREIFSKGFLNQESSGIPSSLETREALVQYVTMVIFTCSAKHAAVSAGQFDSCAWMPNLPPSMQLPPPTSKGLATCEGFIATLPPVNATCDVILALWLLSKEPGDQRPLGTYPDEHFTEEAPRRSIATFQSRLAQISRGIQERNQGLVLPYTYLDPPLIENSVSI
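Read-out: hydroperoxide product oxidises ferrous iron, measured as xylenol orange complex via the 573-to-405 nm absorbance ratio after 30 min. Reaction: 50 nM enzyme, 15 min compound preincubation, 45 uM arachidonic acid, 90 min RT, Hepes pH 7.5 with Triton X-100.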
IMPase cell inh = IMPase inhibition in cells; inhibition (IP1 accumulation), % at 46.1 µM; AID 901; 120,000 tested, under 10 active; CHO-M1 cells, IP1 accumulation, HTRF TR-FRET ratio; P97697; active = well fitted curve in the direction sought with a large enough effect in the signal ratio, not every such curve was filed as active; inconclusive = small, poorly fitted or top-dose-only effect, or a change in a side signal; inactive = no such curve, though single readings can be large or run the other way; the % refers to the signal ratio;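 also: cells stimulated with carbachol in lithium chloride buffer; plate controls were DMSO basal wells for no effect and reference inhibitor wells for full effect; higher means more IMPase inhibition seen as more IP1 and lower FRET ratio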
Target sequence (P97697 whole entry, looked up): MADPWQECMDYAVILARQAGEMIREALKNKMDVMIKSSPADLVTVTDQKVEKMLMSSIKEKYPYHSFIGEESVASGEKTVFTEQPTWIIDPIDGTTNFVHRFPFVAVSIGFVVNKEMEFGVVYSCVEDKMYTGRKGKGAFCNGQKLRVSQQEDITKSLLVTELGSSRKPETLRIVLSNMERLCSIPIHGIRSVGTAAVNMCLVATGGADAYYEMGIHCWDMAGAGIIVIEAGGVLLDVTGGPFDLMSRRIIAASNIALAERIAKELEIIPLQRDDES
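Seeded CHO-M1 cells were dosed with compound at up to 46 uM, stimulated with carbachol for 30 min, then lysed in IP-One detection reagents. Higher IP1 lowers the TR-FRET signal.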
* marks the source's active call; other numbers are inactive results; ? = inconclusive; . = not tested or not shown; & = joins results of further samples; [ ] = dose if it differs, or a comment. Unless noted, calls follow the shape of the dose curve; as a rule, active = well fitted curve in the direction sought with a large enough effect; inconclusive = small, poorly fitted or top-dose-only effect, or another doubt; inactive = no such curve, though single readings can be large; an effect the other way counts as inactive or inconclusive. Unless noted, % is scaled to controls: 0 for no effect and ±100 for the full control effect. This is a subset (hit frequency here may not be typical).

SMILES	PNC inhibitor	ALOX12 inhib	ALOX15B inhib	IMPase cell inh
CCOC(=O)c1[nH]c2c(c1C)C(=O)CC(c1ccc(OC)c(OC)c1)C2 (stereo not given)	-20	0%	-5%	-9
COC(=O)[C@@]1(Cc2ccc(F)cc2)[C@H]2c3cc(C(=O)N(C)C)n(CCc4ccc(OC)c(Br)c4)c3C[C@H]2CN1C(=O)c1ccccc1	28	0%&-4%	0%	.
CN(C(=O)c1ccc(S(=O)(=O)c2cccc(Cl)c2)c([N+](=O)[O-])c1)C1CCCCC1	-8	-3%	.	7
COc1ccc(-c2csc(NC(=O)CCn3cnc4ccccc4c3=O)n2)cc1OC	54	2%	?	4
COc1cc(/C=C/C(=O)Nc2nnc(C(C)(C)C)s2)cc(OC)c1OC	144	-3%	.	.
O=C(O)CCn1c(C2CCCCC2)nc2ccccc21	-14	-1%	-1%	-8
COc1cc(S(=O)(=O)N2CCN3CCCC3C2)ccc1-n1cnnn1 (stereo not given)	-3	-4%	5%	12
O=C(COC(=O)c1ccc(S(=O)(=O)NCc2ccco2)cc1)NCCC1=CCCCC1	31	-3%	-13%	-7
COc1cccc(N2C(=O)N(c3ccccc3)C3CS(=O)(=O)CC32)c1 (stereo not given)	-19	-7%	3%	0
CCOC(=O)Cn1nnnc1C(CC)N(Cc1cc2c(C)cc(C)cc2[nH]c1=O)C1CCCC1 (stereo not given)	?	1%	-7%	-3
Cc1cc(COc2ccccc2OCCN2CCN(C)CC2)no1	25	1%	9%	1
Cc1cccc(NC(=O)c2ccc(C3SCC(=O)N3CCc3ccccc3)cc2)c1 (stereo not given)	32	-4%	.	5
COC(=O)c1cc(OC)c(OC)cc1NC(=O)c1cc(-c2ccccc2)nc2ccccc12	-27	-13%	-19%	5
Fc1ccccc1N1CCN(C(c2cccs2)c2nnnn2CCc2ccccc2)CC1 (stereo not given)	11	-4%	-3%	7
O=C(CSc1nc2ccccc2[nH]1)N1CCN(c2ccc(F)cc2)CC1	33	-1%	3%	14
O=C(NCc1ccc2c(c1)OCO2)C1CCCN1C(=O)Nc1cccc(F)c1 (stereo not given)	239	-2%	.	1
O=C(NC(=O)c1ccccc1)NC1(C(F)(F)F)OCCO1	10	0%	-2%	5
O=C(NCc1ccco1)c1ccc2c(c1)N(Cc1ccccc1)C(=O)CS2=O (stereo not given)	?	2%	.	-20
CC(C)NC(=O)Cn1cc(C#N)c2cc(Br)ccc21	55	-7%	0%	1
CCOc1cccc(NC(=O)Cn2nc(-c3ccc4c(c3)OCCO4)ccc2=O)c1	-9	3%	.	11
O=c1ncn(-c2ccccc2F)c2ncccc12	41	8%	-6%	-1
COCC(=O)N(Cc1ccccc1)c1ccccn1	18	4%	10%[2.29 µM]	7
CN(C)S(=O)(=O)N1CCN(c2ccc(Cl)cc2)CC1	-23	-4%	-3%	8
Cc1cnc(C(=O)OCC(=O)Nc2ccc(Oc3ccccc3)cc2)cn1	28	0%	0%	7
CCn1c(COc2ccccc2OC)nnc1SCC#N	-18	5%	2%	5
COc1cc(C(=O)OCC(=O)Nc2ccc3c(c2)OC(F)(F)O3)ccc1OCc1c(C)noc1C	12	-1%	.	-8
CCC(CC)C(=O)N1CC(=O)Nc2ccc(Br)cc2C1c1ccccc1 (stereo not given)	-7	-2%	-4%	1
Cc1ccccc1C1CC(=O)NC2=C1C(=O)CCC2 (stereo not given)	33	2%	-2%	1
O=c1c2ccccc2nnn1CSc1nnc(COc2ccc(Cl)cc2)n1Cc1ccco1	41	2%	-5%	6
COc1cc(OC)cc(C(=O)N[C@H](C(=O)OCC(=O)Nc2ccc(C)cc2C)C(C)C)c1	?	-1%	.	.

Four of these compounds in a different format.
> CCn1c(COc2ccccc2OC)nnc1SCC#N
  PNC inhibitor: -18
  ALOX12 inhib: 5%
  ALOX15B inhib: 2%
  IMPase cell inh: 5

> COc1cc(C(=O)OCC(=O)Nc2ccc3c(c2)OC(F)(F)O3)ccc1OCc1c(C)noc1C
  PNC inhibitor: 12
  ALOX12 inhib: -1%
  ALOX15B inhib: .
  IMPase cell inh: -8

> CCC(CC)C(=O)N1CC(=O)Nc2ccc(Br)cc2C1c1ccccc1 (stereo not given)
  PNC inhibitor: -7
  ALOX12 inhib: -2%
  ALOX15B inhib: -4%
  IMPase cell inh: 1

> Cc1ccccc1C1CC(=O)NC2=C1C(=O)CCC2 (stereo not given)
  PNC inhibitor: 33
  ALOX12 inhib: 2%
  ALOX15B inhib: -2%
  IMPase cell inh: 1

New compounds follow
SMILES	PNC inhibitor	ALOX12 inhib	ALOX15B inhib	IMPase cell inh
COC(=O)[C@H](Cc1ccccc1)NC(=O)NCc1cccs1	-21	1%	-4%	3
CCCCC(=O)Nc1cc([N+](=O)[O-])ccc1Cl	?	-1%	.	.
Cc1csc(NC(=O)CSc2ncc(-c3ccccc3)[nH]2)n1	?	-2%	.	.
N#Cc1c(N)nc2c(c1N)CC(CCl)O2 (stereo not given)	18	0%	.	.
COc1ccccc1NCc1ccc([N+](=O)[O-])s1	?	-3%	.	.
COc1ccc(NC(=S)N(CCc2nc3cc(C)c(C)cc3[nH]2)Cc2cccnc2)cc1	13	6%	52%[activator]	11
CC(C)(C)c1ccc(C(=O)NC(Cc2ccccc2)C(=O)O)cc1 (stereo not given)	52	8%	-1%	1
COc1cc(N2CCOCC2)ncn1	36	0%	-10%	2
CN(CCC#N)S(=O)(=O)c1ccc2[nH]cc(C(=O)NCCc3ccccc3)c(=O)c2c1	58	-2%	.	.
O=C1C2C3CCCC3=C3CCCC3C2C(=O)N1c1cccc(Cl)c1 (stereo not given)	-27	-4%	-6%	13
CC(=O)c1ccc(NC2c3ncccc3C(=O)N2Cc2ccc(F)cc2)cc1 (stereo not given)	-22	1%	.	4
COC(=O)c1ccc(C(NC(=O)OCc2ccccc2)/C(=C/[C@@H](C)C(=O)NCc2nc3ccccc3n2C)c2cccnc2)cc1 (stereo not given in full)	.	1%	48%[activator]	.
CC(C)c1cccc(C(C)C)c1NC(=O)COC(=O)c1ccc(OCC(=O)Nc2cccc(C(F)(F)F)c2)cc1	26	-2%	.	.
COc1ccc(NC(=O)CSc2nnc(CCC(=O)Nc3ccc(C)c(Cl)c3)n2C)cc1	?	-3%	-6%	-1
O=C(C(c1ccccc1)c1ccccc1)N1CCOCC1	24	-1%	5%	3
CCOc1ccc(S(=O)(=O)Nc2ccc(S(=O)(=O)Nc3cc(OC)ccc3OC)cc2)cc1	-11	-6%	-1%	2
CC(NC(=O)/C(=C\c1cccc([N+](=O)[O-])c1)NC(=O)c1ccco1)C(=O)O (stereo not given)	93	-3%	-19%	-9
CCOC(=O)c1cc2c(=O)n3cccc(C)c3nc2n(Cc2ccccc2Cl)c1=N	-6	-2%	-6%	-1
CC1=C(C(=O)OCc2ccccc2)C(c2ccc(C#N)cc2)NC(=O)N1CCCC(=O)O (stereo not given)	-25	-1%	.	.
CC(/C=C/C=C/c1ccccc1)=N/NC(=O)CNc1ccccc1C	6	0%	.	.
Cn1cccc1Cc1nnc(SCC(=O)NCc2ccco2)n1CCc1ccccc1	?	-2%	-19%	11
CCOc1ccc(N2C(=O)CC(N3CCC(NC(=O)Nc4ccccc4)CC3)C2=O)cc1 (stereo not given)	0	-4%	9%	8
O=C1CC(c2ccco2)CC(O)=C1C=NCC1CCNCC1 (stereo not given)	?	-2%	7%	6
COC(=O)c1cc(C(=O)Nc2cccc(C)n2)cc([N+](=O)[O-])c1	-28	3%	7%	6
CC(Cc1ccccc1)C(=O)NCCc1c[nH]c2ccccc12 (stereo not given)	.	-7%	-1%	.
COc1ccc(CNc2nc(NCc3ccc(OC)c(OC)c3)n(C(=O)c3cccs3)n2)cc1OC	26	-12%	26%	?
CCOc1ccc(N2CC(C(=O)NCc3cccc(C)c3)CC2=O)cc1 (stereo not given)	34	3%	16%	1
Cc1ccc(-c2nnc(-c3ccccc3)o2)cc1	?	8%	.	?
C/C(CC(=O)NC(C)(C)C)=N\NC(=O)c1ccco1	?	-1%	.	.
CC(C)CC(=O)NC(NC(=S)Nc1cccc2cccnc12)C(Cl)(Cl)Cl (stereo not given)	-7	-6%	-12%	-2
C=CCNC(=O)c1onc(CSc2cc(C)ccc2C)c1C(=O)O	45	11%	-10%	-18
CCOc1ccccc1N(C(=O)CNC(=O)c1ccco1)C(C(=O)NC1CCCC1)c1cccnc1 (stereo not given)	28	-5%	-1%	4
CCc1ccc(CCC(=O)Nc2ccc(C(C)=O)cc2)o1	-11	-11%	.	?
CC(=O)N1C2(C=CC1(C)C(=O)NCc1cc(F)cc(C(F)(F)F)c1)CCCCC2 (stereo not given)	.	-2%	9%	.
O=[N+]([O-])c1cccc(/C=N/n2cnnc2)c1O	31	3%	.	.
CN(C)CCNc1nc(-c2ccco2)c2c(c1C#N)CC(C)(C)OC2	8	-2%	15%	-1
O=[N+]([O-])c1ccc(OC/C=C2\Oc3ccc([N+](=O)[O-])cc3C2N2CCOCC2)cc1 (stereo not given)	?	-1%	5%[11.4 µM]	10[1.84 µM]
Cc1c(NCc2cc(Cl)cc(Cl)c2O)c(=O)n(-c2ccccc2)n1C	14	0%	-12%	8
COc1ccc(C(C(=O)NC2CCCC2)N2CCc3ccccc32)cc1 (stereo not given)	3	-4%	-9%	-10
C/C(=N\NC(=O)c1ccc(=O)[nH]n1)c1cccnc1	?	4%	.	.
O=C(CSc1cn(Cc2cccc(F)c2)c2ccccc12)NCc1ccc(F)cc1	36	0%	.	.
CCCCC(CC)C/C=C1\CC(C(=O)OCC)Oc2ccccc21 (stereo not given) (tested in a mixture with another compound)	.	-3%[0.00818 µM]	2%[0.0915 µM]	.
COc1ccccc1Oc1ccc(S(=O)(=O)N2CCCC2)cc1	4	2%	-8%	-4
Cc1cc(C)nc(SCc2nc3nc(C)cc(C)n3c2Br)n1	-25	-8%	4%	?
O=C(Nc1ccc2c(c1)OCO2)C1CCN(S(=O)(=O)c2cccs2)CC1	86	2%	-1%	3
CS(=O)(=O)N1CCc2cc(C(=O)O)ccc21	-21	1%	-1%	-7
OCCNCCCCOc1ccc(F)cc1	108	0%	11%	0
COc1ccc(N=C(C)C2=C(O)c3ccccc3C2=O)cc1	17	-2%	.	.
N#CC1=C2SCN(Cc3ccco3)CN2C(=O)CC1c1c(F)cccc1Cl (stereo not given)	18	-7%	?	-7
CC(C)(C)NC(=O)C(Cc1ccccc1)NS(=O)(=O)c1ccc2c(c1)CCC(=O)N2 (stereo not given)	-7	-5%	-5%	6

A draw from above in order of heavy-atom count, largest number first:
SMILES	PNC inhibitor	ALOX12 inhib	ALOX15B inhib	IMPase cell inh
COc1ccccc1Oc1ccc(S(=O)(=O)N2CCCC2)cc1	4	2%	-8%	-4
Cc1cc(C)nc(SCc2nc3nc(C)cc(C)n3c2Br)n1	-25	-8%	4%	?
OCCNCCCCOc1ccc(F)cc1	108	0%	11%	0

The results go on.
SMILES	PNC inhibitor	ALOX12 inhib	ALOX15B inhib	IMPase cell inh
O=C(CCSCCc1ccccn1)Nc1c(F)cc(F)cc1Br	37	-3%	.	.
COc1ccc(/C(O)=C2/C(=O)C(=O)N(CCN(C)C)C2c2ccc(C)cc2)cc1Cl (stereo not given)	21	7%	4%	-20
CC1=CS/C(=C(/C#N)C(=O)N2CCCCC2)N1c1ccccc1	14	4%	1%	2
O=C(Cn1cc(C(=O)COc2ccccc2)c2ccccc21)NCc1ccco1	?	0%	-26%	14
COc1ccc(NC(=S)NN2C(C)CCCC2C)cc1 (stereo not given)	-11	-4%	.	-9
CCCCCCN(C(=O)CCCCCN1C(=O)NC(c2ccc(-c3ccccc3)cc2)C(C(=O)OCc2ccccc2)=C1C)C(C)C(=O)NCCCC (stereo not given)	24	-4%&-5%	6%	.
CN(C)CCC(c1ccccc1)c1ccccn1 (stereo not given)	-12	1%&-3%&-4%	14%&5%	.
O=C(O)c1cc(-c2ccccn2)n[nH]1	21	-6%	-5%	1
